# From PubChem BioAssay
# Autophagy mod = autophagy modulation, high-content screen. calls only at 10 µM (by protocol). MEF GFP-LC3 puncta imaging; test concentration mostly 10 µM. 190,000 compounds, 0.98% hits. AID 463193;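 active = percentage of spot-positive cells more than 3 SD above its plate mean, without a fluorescence outlier flag or 80% toxicity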;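 note: spot-positive cell cutoff set from DMSO-treated cells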
# M17LAP inhibition = P. falciparum M17LAP inhibitors, primary screen, biochemical, fluorogenic H-Leu-NHMec substrate, 1536-well (AID 1619); recombinant M17LAP, H-Leu-NHMec fluorogenic kinetic assay; higher % means a stronger effect; inhibition, % at 30 µM; hits with a dose series show IC50 in µM; 220,000 compounds, 0.38% hits;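 active = compound inhibiting the enzyme by more than half at any dose during confirmatory dose-response retesting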;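 note: plate controls were full reaction with DMSO carrier for no effect and no enzyme background for full effect; strong numbers were not always called active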
# Yfh1-depleted yeast = enhancers of respiration in Yfh1-depleted yeast, dose response, Friedreich's ataxia, plus single-dose screen (AID 1465) | S. cerevisiae Yfh1-off respiration, WST-1 reduction, 72 h; higher fold induction means a stronger effect | one-dose fold induction at 50 µM; EC50 in µM for titrated hits | 220,000 compounds, 0.074% hits;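 active = fold induction of absorbance versus untreated yeast above a set limit, then at least 30% activation at any dose in follow-up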;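 note: activators that raise dye reduction in frataxin-depleted yeast; strong numbers were not always called active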
# Dynein cargo inh = dynein cargo transport inhibition. 3617.4 mouse cells, GR-EGFP nuclear translocation imaging; test concentration mostly 20 µM; stimulated with dexamethasone, 1 µM; hits give low values. z-score, hits read low. 220,000 compounds, 0.47% hits. AID 1381;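 active = plate z-score of nuclear minus cytoplasmic receptor signal below a set negative limit, without overly bright fluorescence or cell loss, cut at about -3.5 in these data, passing the limit was not always enough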;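 note: z-score of nuclear minus cytoplasmic ring GR-EGFP intensity difference per well; some compounds called inactive have numbers as strong as hits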
#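 medium = tetracycline-free induction medium containing charcoal-stripped FBS | probe or stimulus = dexamethasone, 1.0 µM final | timing = 48 h induction, then 1 h compound, then 30 min agonist, 37 °C | detection = automated 10x imaging of fixed Hoechst-stained cells | read-out basis = nuclear versus cytoplasmic GR-EGFP signal, averaged per well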
# CSM14.1 death rescue = protection against thapsigargin-triggered cell killing – 384-well, CSM14.1, ATP luminescence, primary screen (AID 1222). cellular ATP content (survival), % at 20 µM; hits with a dose series show EC50 in µM. CSM14.1 thapsigargin-induced death rescue, ATP luminescence; higher % means a stronger effect. 190,000 tested, under 10 active;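 active = EC50 below 50 µM in the dose-response confirmation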;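 note: death triggered by thapsigargin at about 15 µM added after 2 h compound pretreatment; cell ATP read after overnight thapsigargin exposure of roughly 18 to 22 hours; normalized against plate controls of thapsigargin alone and 5% DMSO vehicle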
# MT stabilize HCS = microtubule stabilizers in HeLa cells. HeLa tubulin immunostaining HCS, 24 h; share of cells brighter than vehicle mean+2SD. % tubulin-high responders, % at 10 µM. 200,000 compounds, 0.83% hits;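 active = plate Z-score above 3 for both tubulin-high and condensed-nucleus cell shares, with cell loss under 80%, at 10 µM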;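 note: anti alpha tubulin signal scored within the nucleus-defined area of each cell; some results filed as inactive read as strong as hits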
# Lipid droplet = hepatic lipid droplet formation modulation; AML12 mouse hepatocytes, oleate lipid droplets, BODIPY imaging; inhibition, % at 6.5 µM; 240,000 compounds, 0.4% hits;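 active = lipid droplet intensity inhibited by at least 50%, with more than 500 cells counted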
#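 Material – mouse AML12 hepatocyte cell line, fixed after treatment · Compound dosing – one dose, 6.5 µM compound · Times – compound with oleate, overnight · Measured by – Image-based BODIPY and DAPI two-channel analysis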
# Ins promoter up = MIN6 insulin promoter up-regulation; AID 1625; MIN6 insulin promoter-GFP reporter, high-content imaging; hits give high values; z-score at 5 µM; 190,000 compounds, 0.3% hits;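 active = z-score above 3 at 5 µM with at least 500 cells counted in the well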
# M1AAP inhibition = malaria alanyl aminopeptidase activity blockers – biochemical, fluorogenic H-Leu-NHMec substrate, 1536-well (AID 1445) | recombinant M1AAP, H-Leu-NHMec fluorogenic kinetic assay; higher % means a stronger effect | inhibition, % at 30 µM; hits with a dose series show IC50 in µM | 220,000 compounds, 0.42% hits;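 active = primary inhibition above the hit cutoff, then over 50% inhibition at one or more dose response concentrations, cut at about 23% in these data, passing the limit was not always enough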;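 note: plate controls were DMSO full reaction for no effect and no enzyme background for full effect; strong numbers were not always called active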
# Dynein cargo inh cytoplasmic EGFP = second read-out of Dynein cargo inh, no call of its own (marks repeat the call); z-score; measured here: cytoplasmic GR-EGFP intensity; hits give high values
# Dynein cargo inh nuclear GR-EGFP = also measured in Dynein cargo inh; calls as there; z-score; measured here: nuclear GR-EGFP intensity;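 lower value marks the stronger effect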
# Dynein cargo inh cell count = recorded beside Dynein cargo inh, whose call it bears; z-score; measured here: cell count per field
# Ins promoter up cell count = second read-out of Ins promoter up, no call of its own (marks repeat the call); cell count; measured here: cytotoxicity, nuclei count;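 total cells summed across four imaged fields per well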
# Lipid droplet cells 6.5 µM = second read-out of Lipid droplet, no call of its own (marks repeat the call); cell count; measured here: cell count, cytotoxicity flag;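 cells counted across two imaged fields per well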
# MT stabilize HCS Hoechst-high % = also measured in MT stabilize HCS; calls as there; % Hoechst-high responders; measured here: nuclear condensation Hoechst responders;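 share of cells brighter than vehicle mean plus two SD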
# MT stabilize HCS cytotoxicity % = also measured in MT stabilize HCS; calls as there; toxicity, %; measured here: cytotoxicity by cell density;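 0% = mean cell density of plate MIN control wells and 100% = no cells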
# Autophagy mod cell loss 18 h = second read-out of Autophagy mod, no call of its own (marks repeat the call); toxicity, %; measured here: cell loss, nuclei count;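 cell loss after 18 h compound exposure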
# * hit, by the source's call; i = inactive; nt = no result given.
SMILES,Autophagy mod,Autophagy mod cell loss 18 h,M17LAP inhibition,Yfh1-depleted yeast,Dynein cargo inh,Dynein cargo inh cytoplasmic EGFP,Dynein cargo inh nuclear GR-EGFP,Dynein cargo inh cell count,CSM14.1 death rescue,MT stabilize HCS,MT stabilize HCS Hoechst-high %,MT stabilize HCS cytotoxicity %,Lipid droplet,Lipid droplet cells 6.5 µM,Ins promoter up,Ins promoter up cell count,M1AAP inhibition
COc1ccc(-c2coc3cc(OC(=O)N4CCOCC4)ccc3c2=O)cc1,nt,nt,5%,i,1.8,-0.23,1.4,-0.89,nt,nt,nt,nt,6,678,0.11,1009,1%
Cn1c(=O)c2c(ncn2CC(=O)N/N=C/C(Br)=C/c2ccccc2)n(C)c1=O,i,35,5%,i,-0.094,-0.21,0.37,-0.62,-1.2%,5.3,2.9,3.9,0,673,-0.25,1562,2%
Cn1c(N2CCN(C(=O)NC34CC5CC(CC(C5)C3)C4)CC2)nc2ccccc21,i,-5,-3%,i,-0.3,-0.19,0.22,-0.69,-2.5%,3.3,1.7,3.8,13,719,nt,nt,-4%
COc1cccc(Cn2nc(C(=O)O)c3ccccc3c2=O)c1,i,-4,-2%,i,-0.63,-0.28,0.028,1.9,1.2%,5.8,1.0,9.3,6,702,0.05,1390,4%
Cc1cccc(OCC(=O)Nc2ccc(C(=O)NCc3cccnc3)cc2)c1,i,-2,-3%,nt,0.39,-0.23,-0.21,0.63,-1.0%,1.7,1.4,8.0,nt,nt,nt,nt,-1%
Cc1ccc2[nH]c(=O)c(CNS(=O)(=O)c3ccccc3)c(-c3ccccc3)c2c1,i,-9,16%,i,-0.13,-0.23,-0.051,0.23,1.1%,1.2,1.6,15,-8,696,1.8,1372,3%
COc1ccc(Nc2nc3ccccc3s2)cc1,i,-8,-7%,i,-0.29,-0.33,-0.44,0.57,-0.7%,3.4,2.1,9.6,-1,642,-0.13,1433,-1%
CC1CCCC(C)N1/N=C/c1ccc(Cl)cc1 (centres undefined),i,3,-3%,i,-0.64,-0.087,-0.14,0.91,-0.6%,1.5,1.6,7.6,3,811,nt,nt,9%
COc1ccc(S(=O)(=O)N2CCC(C(=O)Nc3ccc(F)cc3)CC2)c2cccnc12,i,16,5%,i,-0.37,-0.23,-0.25,0.63,0.3%,2.7,2.7,6.7,10,691,0.07,1265,5%
O=C(CCC(=O)Nc1ccccc1Cl)N/N=C1\CCCc2ccccc21,i,12,11%,i,0.96,-0.13,0.18,-0.96,0.5%,3.8,2.6,1.2,-4,662,-0.24,639,-3%
CCCCNC(=O)CCn1nc(-c2ccc(Cl)cc2)c2ccccc2c1=O,nt,nt,-1%,i,0.032,-0.2,-0.24,0.18,nt,nt,nt,nt,-40,690,-0.35,1351,2%
C=CCOc1ccc(C2N3CC4(CC)CN2CC(CC)(C3)C4=O)cc1 (centres undefined),i,21,-9%,i,-0.19,-0.15,0.17,-0.25,-1.4%,6.4,1.9,4.9,nt,nt,0.64,1126,1%
COC(=O)[C@@]1(Cc2ccc(OC)cc2)[C@@H]2C(=CC(=O)[C@H]2CC(=O)C(=O)N(C)C)CN1C(=O)c1ccccc1,i,-9,8%,i,-4.8*,0.93*,-1.9*,0.4*,6.6%,11,12,22,-5,593,1.3,911,7%
CCC(OC(=O)c1nsc(Cl)c1Cl)C(=O)NCCOC (centres undefined),i,-36,1%,i,0.71,-0.22,0.49,-0.84,0.1%,1.1,0.8,0.1,36,722,0.61,1200,-3%
O=C(N/N=C\c1ccc(-c2cccc(Cl)c2)o1)C(=O)NC1CCCC1,i,-5,11%,i,-0.23,-0.28,-0.66,1.3,1.5%,2.4,1.2,5.9,5,641,0.01,1540,3%
O=C(CN1CCN(c2ccccc2O)CC1)NNC(=O)c1ccc(Cl)cc1,i,3,16%,i,-0.78,-0.28,-0.59,-0.46,-4.0%,3.3,1.5,4.9,4,617,0.39,1348,8%
O=C(Cn1c(C(F)(F)F)nc2ccccc21)N=Nc1c(O)[nH]c2ccc(Br)cc12,i,-12,9%,i,0.3,-0.2,-0.1,-0.21,-1.8%,2.5,2.8,3.1,-14,576,nt,nt,7%
COc1ccc(CNC(=O)/C=C/c2ccc(S(=O)(=O)N3CCOCC3)cc2)cc1,i,22,0%,i,0.82,-0.038,0.88,-2.2,-0.7%,2.2,1.9,3.5,-6,687,0.42,1325,-4%
O=C(NCCN1CCOCC1)C(=O)NCC1CCCO1 (centres undefined),i,3,-13%,i,0.18,-0.26,0.35,0.21,-3.0%,2.5,2.6,4.4,-2,582,0.04,1283,7%
COc1ccc(Sc2nnc(-c3ccccc3)cc2C#N)cc1,i,-2,4%,i,0.031,0.014,-0.19,0.65,0.1%,1.6,2.3,5.5,7,781,0.76,846,15%
CCC(=O)OCCNc1cc(SCCC(=O)OC)c2nonc2c1[N+](=O)[O-],i,24,2%,i,-5.6*,0.63*,-2.7*,-0.15*,-1.8%,3.6,3.3,5.7,9,714,0.71,1527,2%
CCc1ccc(CNCc2cccnc2)cc1,i,3,15%,i,-0.61,-0.18,-0.22,-0.33,nt,1.5,2.1,5.6,-5,706,0.82,1097,-7%
COc1cc(C(=O)N2CCCc3ccccc32)cc(OC)c1OC,i,12,-4%,i,0.087,-0.28,-0.038,0.21,-1.6%,39*,25*,31*,0,779,nt,nt,1%
COc1ccc(N(CC(=O)Nc2ccc(C)cc2C)S(=O)(=O)c2ccccc2[N+](=O)[O-])c(OC)c1,i,-11,-5%,i,-0.019,-0.34,0.22,0.28,8.5%,2.5,1.3,7.4,-1,760,-0.19,1565,1%
COc1ccc(CCNC(=O)C2CC(c3ccc([N+](=O)[O-])cc3)=NO2)cc1 (centres undefined),i,-33,1%,i,-0.44,-0.11,0.098,0.33,0.3%,2.1,1.5,9.4,nt,nt,-0.31,1406,-3%
COc1ccc(CCNS(=O)(=O)c2ccc(OC)cc2)cc1,i,4,4%,i,0.02,-0.22,-0.63,-0.79,-0.8%,6.3,2.6,5.8,nt,nt,-0.02,1613,9%
Cc1noc(C)c1S(=O)(=O)N1CCC(C(=O)N2CCN(c3ccc(F)cc3)CC2)CC1,i,5,-9%,i,-0.62,-0.24,-0.36,1.3,-0.7%,3.3,2.5,6.8,nt,nt,-1,1269,7%
CCOc1cc(/C=N/Nc2cccc(C(=O)O)c2)ccc1OC(=O)c1ccccc1,i,-1,6%,i,0.33,-0.37,0.11,-0.088,-1.0%,1.2,2.7,1.9,1,641,-0.4,1391,19%
CC(C)=CC(=O)OCC(=O)Nc1ccc(F)cc1Cl,i,7,6%,i,0.065,-0.21,0.2,0.018,-0.4%,1.3,1.9,11,nt,nt,-0.11,983,4%
O=C(Nc1ccc(Cl)cc1)OCc1ccccn1,i,-8,18%,i,-0.34,-0.24,-0.2,1.5,2.8%,2.5,1.9,4.7,11,795,nt,nt,-3%

# 3 of the entries above in order of the Dynein cargo inh nuclear GR-EGFP value, smallest number first.
compound | Dynein cargo inh nuclear GR-EGFP
Cc1cccc(OCC(=O)Nc2ccc(C(=O)NCc3cccnc3)cc2)c1 | -0.21
CCOc1cc(/C=N/Nc2cccc(C(=O)O)c2)ccc1OC(=O)c1ccccc1 | 0.11
CCC(OC(=O)c1nsc(Cl)c1Cl)C(=O)NCCOC (centres undefined) | 0.49

# Next structures:
SMILES,Autophagy mod,Autophagy mod cell loss 18 h,M17LAP inhibition,Yfh1-depleted yeast,Dynein cargo inh,Dynein cargo inh cytoplasmic EGFP,Dynein cargo inh nuclear GR-EGFP,Dynein cargo inh cell count,CSM14.1 death rescue,MT stabilize HCS,MT stabilize HCS Hoechst-high %,MT stabilize HCS cytotoxicity %,Lipid droplet,Lipid droplet cells 6.5 µM,Ins promoter up,Ins promoter up cell count,M1AAP inhibition
Cc1cn(COC/C=C/c2ccccc2)c(=O)[nH]c1=O,i,2,-3%,i,-0.58,-0.34,-0.12,0.44,-2.5%,5.6,3.8,5.4,nt,nt,0.75,1096,4%
CC(C)Cc1cc(C(=O)N2CCN(c3ccc(F)cc3)CC2)no1,i,-8,-5%,i,-0.86,-0.24,-0.13,0.8,-1.9%,5.1,2.2,5.7,-1,635,nt,nt,11%
Cc1ccc2nc(NC(=O)c3ccc4c(c3)OCO4)sc2c1,i,3,-8%,i,0.027,-0.2,-0.042,-0.69,-2.0%,5.0,3.0,7.9,nt,nt,-0.19,1594,5%
Cc1cccc(C)c1N(CC(=O)NCc1ccc(F)cc1)C(=O)c1csnn1,i,13,-1%,i,-0.08,-0.23,0.051,0.23,-1.8%,1.7,1.9,10,2,747,-0.48,1116,5%
Nc1c(NC(=O)CC[n+]2ccccc2)cccc1[N+](=O)[O-],i,7,11%,i,1.5,-0.27,0.81,0.16,-1.1%,5.8,1.4,8.0,23,673,0.6,1278,4%
CCCc1nc(SCC(=O)Nc2nc3c(s2)CCCC3)c2ccccc2n1,i,7,2%,i,2.4,-0.13,2.1,-2.2,-1.0%,3.0,1.9,4.5,nt,nt,-0.04,1539,-1%
COC(=O)c1sc(N(C)C)c(C#N)c1-c1ccccc1,nt,nt,2%,i,-0.099,-0.23,-0.35,0.084,nt,nt,nt,nt,-1,742,-0.49,1431,10%
O=[N+]([O-])c1cccc(/C=N/N2CCN(Cc3ccccc3)CC2)c1,i,-1,-4%,i,-0.31,-0.25,-0.18,0.35,0.0%,2.5,2.2,4.9,5,760,-0.94,1285,5%
Cc1ccc(CNC(=O)C2COc3ccccc3O2)cc1 (centres undefined),i,7,35%,i,-0.82,-0.35,-0.37,0.55,0.8%,1.8,1.2,5.1,-3,693,-0.29,1445,-2%
